Growth percent in the NCI-60 one-dose screen (48 h, 10 µM unless noted): 100 = growth as untreated, 0 = no growth, -100 = all killed.
UACC-257 = UACC-257 melanoma; actives 4.4% (n = 78,000)
SK-MEL-2 = SK-MEL-2 melanoma | actives 4.7% (n = 77,000)
SK-MEL-5 = SK-MEL-5 melanoma. AID 1794755. actives 6.4% (n = 80,000)
MALME-3M = MALME-3M melanoma; actives 5.8% (n = 78,000)
UACC-62 = UACC-62 melanoma. actives 5.4% (n = 81,000). AID 1794756
M14 = M14 melanoma. actives 6.2% (n = 80,000). AID 1794745
EKVX = EKVX NSCLC; actives 3% (n = 71,000); AID 1794765
A549/ATCC = A549/ATCC NSCLC | actives 3.7% (n = 81,000) | AID 1794740
Numbers without * were called inactive; . = not tested or not shown; & = joins results of further samples; [ ] = remark or other dose. The calls were made as follows: active = growth percent below 10; inactive = the rest.

1: COC(=O)c1ccc2nc(-c3c(-c4ccc(F)cc4)nc4sccn34)[nH]c2c1
2: O=C(CN1C(=O)CN(/N=C/c2ccc([N+](=O)[O-])o2)C1=O)c1ccc(Br)cc1
3: N#Cc1c2c([nH]c(=O)c1C#N)CCC2
4: CCC(=O)Nc1ccc(-c2nc(-c3cccc(OC)c3)c(-c3ccnc(Br)c3)[nH]2)cc1
5: O=C(O)/C(=C\c1ccc(Cl)cc1)c1ccc(Cl)cc1
6: CC(C)CS(=O)(=O)OCCCCOS(=O)(=O)CC(C)C

compound no.,1,2,3,4,5,6
UACC-257,105,96,.,74,86,106
SK-MEL-2,98,101,120,70,90,107
SK-MEL-5,81,.,103,48,96,111
MALME-3M,120,90,104,69,82,99
UACC-62,98,87,97,49,94,102
M14,117,101,99,63,96,.
EKVX,98,94,98,65,94,.
A549/ATCC,86,102,92,61,88,99

7: NNC1=NC(c2cccc([N+](=O)[O-])c2)c2sc3ccc(Cl)cc3c2N1 (stereo unspecified)
8: COc1ccc(C(C)=O)cc1[N+](=O)[O-]
9: Cc1cc(C)nc(NS(=O)(=O)c2ccc(N/C(N)=N/c3nccc(-c4ccco4)n3)cc2)n1
10: N#CC1CCCCC1
11: Cc1ccc(OS(=O)(=O)c2ccc(C)cc2)cc1
12: C=CCn1c(SCC(=O)Nc2ccc(C(=O)/C=C/c3ccc(OC)cc3)cc2)nnc1-c1cc(-c2ccc(OC)cc2)nc2ccccc12

compound no.,7,8,9,10,11,12
UACC-257,100,93&102,105,104,99,103
SK-MEL-2,108,103&96,101,106,98,109
SK-MEL-5,96,101&107,99,105,103,98
MALME-3M,105,85&110,100,113,93,89
UACC-62,96,101&101,90,96,.,93
M14,104,91&105,104,100,104,100
EKVX,83,101&103,101,101,99,94
A549/ATCC,104,104&97,100,103,96,98

13: CC1CCC2NC(=O)C3(C2C1)C(C(=O)C1CCCCC1)C1(C(=O)NC2CCCCC21)C1CCCN13 (stereo unspecified)
14: CCCCCOC(=O)c1ccc(NC(=O)CNCCC)cc1
15: COc1cc(C(=O)c2c(-c3ccccc3)oc3c(OC)cccc23)cc(OC)c1OC
16: Cc1cc(C2(c3cc(C)c(O)c(Br)c3C)OS(=O)(=O)c3ccccc32)c(C)c(Br)c1O
17: O=c1[nH]c(=O)n(Cc2ccc(F)cc2)c(=O)n1Cc1ccc(F)cc1
18: C/C(=C\C(=O)c1ccc(Cl)cc1)c1ccc(Cl)cc1

compound no.,13,14,15,16,17,18
UACC-257,94[20 µM],102,71,96,100,98
SK-MEL-2,87[20 µM],82,53,91,111,98
SK-MEL-5,86[20 µM],103,-42*,104,111,94
MALME-3M,102[20 µM],104,42,101,114,97
UACC-62,89[20 µM],98,30,92,99,93
M14,85[20 µM],90,3.9*,96,104,104
EKVX,70[20 µM],98,35,105,.,79
A549/ATCC,64[20 µM],80,17,97,92,95

19: COc1cc(/C=N/Nc2ccc(Br)cc2)cc(OC)c1OC
20: O=[N+]([O-])CC(c1ccccc1)c1c[nH]c2ccccc12 (stereo unspecified)
21: CCOC(=O)/C(=C/c1ccc(OC)cc1)C(=O)c1ccccc1
22: COc1ccc2[nH]cc(-c3cc(N)n4nc(-c5cn(C)c6ccccc56)cc4n3)c2c1
23: C1NNCC12CNNC2
24: COc1cccc(-n2nc(C(=O)Nc3ccccc3)nc2-c2cc(OC)c(OC)c(OC)c2)c1

compound no.,19,20,21,22,23,24
UACC-257,85,56,86,-86*,97,103
SK-MEL-2,73,23,88,-96*,103,98
SK-MEL-5,85,51,85,-96*,112,94
MALME-3M,56,57,124,-75*,113,96
UACC-62,37,35,74,-76*,102,95
M14,18,23,77,-91*,110,102
EKVX,64,67,.,-83*,125,91
A549/ATCC,55,42,87,-76*,100,92

25: O=C(N/N=C\c1c[nH]c2ccccc12)N/N=C/c1c[nH]c2ccccc12
26: Cc1ccc(C2CC(c3ccccc3)=NN2C(=O)c2ccc(S(C)(=O)=O)cc2)cc1 (stereo unspecified)
27: COc1ccc(C2c3[nH]c4ccc(Cl)cc4c3CCN2c2oc(C)nc2C#N)cc1 (stereo unspecified)
28: COc1ccc(-c2nn(-c3ccccc3)cc2/C=C/C(=O)NNC(=O)Nc2ccc(Br)cc2)cc1
29: O=[N+]([O-])c1ccc(/C=C/C=C/C2(CCl)OCCO2)cc1
30: COC(=O)/C(CCC=C(C)C)=C1\[C@@H](OC(C)=O)C[C@@]2(C)[C@H]1CC(=O)[C@H]1[C@@]3(C)CCC(N4CCCC4)[C@@H](C)[C@@H]3CC[C@@]12C (stereo partly specified)

compound no.,25,26,27,28,29,30
UACC-257,108,74,70,103,94,110
SK-MEL-2,105,89,100,82,107,105
SK-MEL-5,94,91,34,104,105,99
MALME-3M,99,102,82,95,123,100
UACC-62,101,88,46,70,89,98
M14,104,103,61,82,106,93
EKVX,102,88,79,79,93,92
A549/ATCC,107,84,43,105,90,104

Single records, as listed above. Order of values: UACC-257	SK-MEL-2	SK-MEL-5	MALME-3M	UACC-62	M14	EKVX	A549/ATCC
Entry for Cc1ccc(OS(=O)(=O)c2ccc(C)cc2)cc1 → 99	98	103	93	.	104	99	96
Entry for C=CCn1c(SCC(=O)Nc2ccc(C(=O)/C=C/c3ccc(OC)cc3)cc2)nnc1-c1cc(-c2ccc(OC)cc2)nc2ccccc12 → 103	109	98	89	93	100	94	98
Entry for CC1CCC2NC(=O)C3(C2C1)C(C(=O)C1CCCCC1)C1(C(=O)NC2CCCCC21)C1CCCN13 (stereo unspecified) → 94[20 µM]	87[20 µM]	86[20 µM]	102[20 µM]	89[20 µM]	85[20 µM]	70[20 µM]	64[20 µM]
Entry for C1NNCC12CNNC2 → 97	103	112	113	102	110	125	100
Entry for Cc1ccc(C2CC(c3ccccc3)=NN2C(=O)c2ccc(S(C)(=O)=O)cc2)cc1 (stereo unspecified) → 74	89	91	102	88	103	88	84

Next part.
31: O=C(Nc1ccccc1-c1nc2ccccc2c(=O)[nH]1)c1cc2ccccc2[nH]1
32: CC1(C)C=C(O)C=C(O)C1
33: C[C@@H](c1ccc2c(c1)[nH]c1ccc(Cl)cc12)c1nc2ccccc2[nH]1
34: CC(C)(C)CC(C)(C)Nc1c(-c2ccncc2)nc2cnccn12
35: CC(C)COc1ccc(-c2nn(-c3ccccc3)cc2/C=C2\SC(=S)N(CCCCCCCCCCC(=O)O)C2=O)cc1
36: O=C(Nc1nc(-c2ccc(F)cc2)cc(-c2ccc(Cl)cc2)n1)c1cccnc1

compound no.,31,32,33,34,35,36
UACC-257,83,113,106,103,104,118
SK-MEL-2,96,106,108,106,102,102
SK-MEL-5,81,111,95,99,101,90
MALME-3M,107,109,.,110,100,108
UACC-62,85,101,86,93,79,80
M14,92,.,111,100,89,105
EKVX,79,115,93,93,99,100
A549/ATCC,88,107,104,96,103,90

37: O=C1[C@H]2Cc3c([nH]c4ccccc34)[C@@H](c3ccc(Br)cc3)N2C(=O)CN1C1CCN(Cc2ccccc2)CC1
38: O=C1NC(=S)NC1Cc1ccc(O)cc1 (stereo unspecified)
39: CC(C)c1ccc2c(c1)CC[C@H]1[C@](C)(CN)CCC[C@]21C
40: NNC(=S)n1ccc(-c2cc3c(ccc4ccccc43)oc2=O)n1
41: CC(C)COC(=O)c1ccccc1
42: O=C(C[n+]1cccc(Br)c1)c1cccc([N+](=O)[O-])c1

compound no.,37,38,39,40,41,42
UACC-257,53,95,99,106,108,104
SK-MEL-2,29,110,95,113,111,93
SK-MEL-5,.,100,97,92,105,98
MALME-3M,62,.,.,.,97,95
UACC-62,84,103,109,83,116,107
M14,36,109,113,98,103,104
EKVX,36,.,.,61,96,105
A549/ATCC,21,.,93,90,107,108

43: CC(=O)OC[C@]12CC[C@@H](c3cn(Cc4ccc(Cn5cc([C@@H]6CC[C@]7(COC(C)=O)CC[C@]8(C)[C@H](CC[C@@H]9[C@@]%10(C)CC[C@H](OC(C)=O)C(C)(C)[C@@H]%10CC[C@]98C)[C@@H]67)nn5)cc4)nn3)[C@@H]1[C@H]1CC[C@@H]3[C@@]4(C)CC[C@H](OC(C)=O)C(C)(C)[C@@H]4CC[C@@]3(C)[C@]1(C)CC2
44: Cc1onc(-c2c(Cl)cccc2Cl)c1C(=O)Nc1ccc(Cl)c(Cl)c1Cl
45: COc1cc(/C=C2\SC(N3CCCCC3)=NC2=O)ccc1OCCCOc1ccc(/C=C2\SC(N3CCCCC3)=NC2=O)cc1OC
46: CCCCCCCCCCCCOC(=O)OCCCCCCCCCCCC
47: Cn1c(O)c(C=NCCN=Cc2c(O)n(C)c(=O)n(C)c2=O)c(=O)n(C)c1=O
48: CCOC(=O)C(Cc1ccc(OC)c(OC)c1)C(Cc1ccc(OC)c(OC)c1)C(=O)OCC (stereo unspecified)

compound no.,43,44,45,46,47,48
UACC-257,93,82,109,102,101,102
SK-MEL-2,97,88,91,108,120,.
SK-MEL-5,105,56,66,105,99,91
MALME-3M,99,75,89,111,90,.
UACC-62,96,47,102,104,84,95
M14,103,105,104,111,102,111
EKVX,104,67,94,.,102,.
A549/ATCC,94,86,.,99,100,103

49: COc1cc2c(=O)n(CCCCl)c3c4cc5c(cc4ccc3c2cc1OC)OCO5
50: C=C(c1ccccc1)[N+](=O)[O-]
51: COc1ccc(-c2nc3c4cc(-c5ccc(OC)cc5)oc4ncn3n2)cc1
52: C(=N\Nc1nc(N/N=C/c2ccc3c(c2)OCO3)nc(N2CCOCC2)n1)/c1ccc2c(c1)OCO2
53: COc1ccc(C23N=CC4(CCC(=O)N4c4ccccc4C2=O)O3)cc1 (stereo unspecified)
54: O=C1Nc2cc(-c3ccc(NC(=O)c4cccc([N+](=O)[O-])c4)cc3)ccc2/C1=C/c1ccc[nH]1

compound no.,49,50,51,52,53,54
UACC-257,65,112,103,102,98,97
SK-MEL-2,85,93,104,98,91,51
SK-MEL-5,69,105,99,86,102,104
MALME-3M,101,120,101,104,96,99
UACC-62,40,103,102,104,90,64
M14,81,104,98,95,101,102
EKVX,101,115,97,96,97,67
A549/ATCC,66,103,99,82,98,94

55: CC(=O)Nc1c(Cl)cc2c(c1Cl)Cc1ccccc1-2
56: COc1ccc(/C=C/C(=O)CCN2CCCCC2)cc1
57: CCOc1cc2c(cc1OCC)C(c1cc(Cl)ccc1O)NCC2 (stereo unspecified)
58: COc1ccc(-c2cc(-c3ccc(Cl)cc3)nc3nc(N)nn23)cc1
59: CCCCCCCC/C=C\CCCCCCCC(=O)OCCCCCC
60: O=C(Nc1ccc(C2=NCCN2)cc1)c1ccc(C(=O)Nc2ccc(C3=NCCN3)cc2)c(Cl)c1

compound no.,55,56,57,58,59,60
UACC-257,106,100,97,109,96,108
SK-MEL-2,94,106,87,103,123,118
SK-MEL-5,97,105,97,94,108,92
MALME-3M,.,104,110,118,120,127
UACC-62,85,104,79,93,110,103
M14,107,103,91,117,112,103
EKVX,64,103,.,99,85,89
A549/ATCC,92,102,86,94,91,119

Exported with bars between the fields: entries from further up
No. | SMILES | UACC-257 | SK-MEL-2 | SK-MEL-5 | MALME-3M | UACC-62 | M14 | EKVX | A549/ATCC
59 | CCCCCCCC/C=C\CCCCCCCC(=O)OCCCCCC | 96 | 123 | 108 | 120 | 110 | 112 | 85 | 91
60 | O=C(Nc1ccc(C2=NCCN2)cc1)c1ccc(C(=O)Nc2ccc(C3=NCCN3)cc2)c(Cl)c1 | 108 | 118 | 92 | 127 | 103 | 103 | 89 | 119

Following part:
61: O=[N+]([O-])c1ccc(N2CCCCC2)c([N+](=O)[O-])c1
62: NC(=O)c1cc(Cl)ccc1NC(=O)[C@@H]1C[C@H]1c1ccccc1
63: Cc1cnc(C(=O)O)c[n+]1[O-]
64: CN(C)CCCC(C#N)c1ccccc1 (stereo unspecified)
65: CCCCCCCCCCCCCCCC(=O)Nc1cc2c(C)cc(=O)oc2cc1O
66: C=C(C)[C@@H]1CC[C@]2(C(=O)O)CC[C@]3(C)[C@H](CC[C@@H]4[C@@]5(C)Cc6cc(Cc7ccc(Br)cc7)oc6C(C)(C)[C@@H]5CC[C@]43C)[C@@H]12
67: CCOC(=O)C1C/C(=N\O)c2ccc(OC)c(OC)c2C1 (stereo unspecified)
68: CN(C)c1ccc(N=Cc2ccc(N3CCOCC3)cc2)cc1

compound no.,61,62,63,64,65,66,67,68
UACC-257,86&96,107,101,104,98,97,100,85
SK-MEL-2,103,94,.,109,.,86,110,67
SK-MEL-5,104&101,97,110,108,99,98,109,82
MALME-3M,98&108,94,120,131,110,106,110,82
UACC-62,80&83,81,102,102,114,87,109,85
M14,101&102,112,115,104,110,100,114,71
EKVX,96,.,113,118,.,104,.,.
A549/ATCC,102&94,102,106,105,101,79,103,74

Screens: PubChem BioAssay, NCI
